# Screening results as filed in PubChem.
# GCN5L2 inh: blocks human GCN5L2 histone acetyltransferase. Q92830. GCN5L2 HAT assay, ThioGlo1 CoA-SH fluorescence. Potency, µM (doses to about 58.9 µM), inactives show at the top dose activity change, negative = inhibition, most hits filed as inhibitors. 0.21% of 390,000 active. AID 504327
# Target sequence (Q92830 whole entry, looked up): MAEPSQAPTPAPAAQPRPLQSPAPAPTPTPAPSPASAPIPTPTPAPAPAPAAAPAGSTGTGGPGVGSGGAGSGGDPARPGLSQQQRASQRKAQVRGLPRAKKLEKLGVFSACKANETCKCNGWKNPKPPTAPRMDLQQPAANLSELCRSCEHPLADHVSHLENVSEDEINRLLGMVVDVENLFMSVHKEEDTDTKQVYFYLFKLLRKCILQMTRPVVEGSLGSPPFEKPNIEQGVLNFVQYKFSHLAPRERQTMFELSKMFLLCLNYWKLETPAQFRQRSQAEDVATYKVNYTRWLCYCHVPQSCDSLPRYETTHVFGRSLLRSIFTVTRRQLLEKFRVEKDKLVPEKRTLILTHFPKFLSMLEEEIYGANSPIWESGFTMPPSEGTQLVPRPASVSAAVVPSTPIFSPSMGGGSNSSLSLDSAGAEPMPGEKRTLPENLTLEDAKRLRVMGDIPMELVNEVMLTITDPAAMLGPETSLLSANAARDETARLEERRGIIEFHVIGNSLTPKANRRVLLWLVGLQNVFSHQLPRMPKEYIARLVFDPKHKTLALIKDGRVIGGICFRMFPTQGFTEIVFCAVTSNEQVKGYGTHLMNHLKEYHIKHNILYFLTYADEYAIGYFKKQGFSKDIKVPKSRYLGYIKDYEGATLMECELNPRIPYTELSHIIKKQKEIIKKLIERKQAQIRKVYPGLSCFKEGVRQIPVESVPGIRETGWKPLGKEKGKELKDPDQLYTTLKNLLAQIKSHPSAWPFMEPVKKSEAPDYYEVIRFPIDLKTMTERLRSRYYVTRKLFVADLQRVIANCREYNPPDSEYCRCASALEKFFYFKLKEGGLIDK
#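 GCN5L2 (20nM final) in 50mM HEPES, 0.1mM EDTA pH 7.5, 0.01% Tween-20 was preincubated 15 min at room temperature with compound, then given ThioGlo1 (50uM), H3(1-25) peptide (75uM) and acetyl-CoA (70uM); CoA-thiol fluorescence (Ex340/Em540) was read at 0 and 20 min.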
# DT40 TDP1 CPT: DT40-hTDP1 cell growth loss with CPT; chicken DT40 Tdp1-/-;hTDP1 cells + 20 nM CPT, ATP luminescence, 48 h; Potency, µM (titrated, usually from 46.2 µM), inactives show at the highest dose activity change, negative = growth inhibition, usual class: inhibitors; 12% of 420,000 active; note: nearly all actives have a fitted effect of over 55% in size
#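 Cell growth measured by CellTiter-Glo luminescence after a minimum 48 h, 37 C compound exposure with 20 nM CPT in Tdp1-knockout DT40 cells stably expressing hTDP1, seeded 400/well; qHTS titration format.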
# TDP1 cell noCPT: qHTS for Inhibitors of human tyrosyl-DNA phosphodiesterase 1 (TDP1): qHTS in cells in absence of CPT | DT40 Tdp1-/- hTDP1 cells, no CPT, ATP luminescence, 48 h | Potency, µM (doses to about 46.2 µM), for the others: top-dose activity change, negative = growth inhibition, actives largely listed as inhibitors | AID 686978, 2013 | 15% of 420,000 active; note: nearly all actives have a fitted effect of over 55% in size
#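 Chicken DT40 Tdp1-/- cells stably complemented with human TDP1 were seeded at 400 cells/well with DMSO in place of 20 nM camptothecin. After compound pinning, cells grew at least 48 hr at 37 °C; viability read by CellTiter-Glo luminescence.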
# Numbers without * were called inactive; ? = inconclusive; · = no result given; & = joins results of further samples. Calls come from the whole dose curve; as a rule, active = well fitted curve in the direction sought with a large enough effect; inconclusive = small, poorly fitted or top-dose-only effect, or another doubt; inactive = no such curve, though single readings can be large; an effect the other way counts as inactive or inconclusive. % is set by controls: 0 for no effect and ±100 for the full control effect; potency is the fitted concentration of half-maximal effect. A portion of the library. The share of hits here may be higher or lower than overall.
smiles,GCN5L2 inh,DT40 TDP1 CPT,TDP1 cell noCPT
COc1cc2c(cc1OC)C(CNC(=O)C=Cc1ccccc1)C2 (centres undefined),·,-21%,?
CC(C)c1ccc2c(c1)C(N1CCN(C)CC1)Cc1cccnc1S2 (centres undefined),·,?,-93%
COc1ccc2[nH]c(C)c(CCNC(=S)Nc3cccc(C)c3C)c2c1,-7%,?,21µM*
Cc1cccc(N2CCN(S(=O)(=O)c3ccc(-c4ccc(=O)[nH]n4)o3)CC2)c1C,-4%,?,-22%
COc1ccccc1-c1ccc(Nc2ccc(C(=O)N3CCOCC3)cc2)nn1,-9%,?,?
CCc1noc(N)c1C(=O)Nc1ccc(Cl)cc1,-6%,0%,12%
COc1ccc(-c2nn(-c3ccc(F)cc3)c3c2cnc2ccc(F)cc23)cc1OC,-4%,-6%,-1%
COc1ccc(N2CCN(c3ccc(Cl)nn3)CC2)cc1,-3%,?,?
Cc1ccc(N2C(=N)/C(=C3/Nc4ccccc4S3)C(c3ccccc3)C2=O)cc1 (centres undefined),-16%,?,4.6µM*
N#CCC(=O)N/N=C/c1c2ccccc2cc2ccccc12,-20%,-18%,-1%
O=C(Nc1ccc(NC(=O)c2ccc(Br)cc2)c(Cl)c1)c1ccc(Br)cc1,1%,7%,4%
CCOC(=O)N1CCC(N2C(=O)c3ccccc3C2=O)CC1,-7%,4%,14%
CCOc1ccc(CNC(=O)Cn2nc(C)c3nn(-c4ccc(Cl)cc4)c(C)c3c2=O)cc1,0%,-8%,-1%
CC(NC(=O)CSc1nc2sc3c(c2c(=O)n1-c1ccccc1)CCCC3)c1ccccc1 (centres undefined),1%,6.5µM*,?
O=C(CCN1CCN(S(=O)(=O)c2ccc(Br)cc2)CC1)Nc1ccccc1F,2%,?,-20%
CCc1ccc(OCC(=O)NCC(c2ccc(OC)cc2)N2CCOCC2)cc1 (centres undefined),-6%,?,?
CC(=O)c1ccc(NC(=O)CSc2nc(=O)n3cccc(C)c3n2)cc1,-3%,-22%,-29%
CCCc1cc(=O)oc2c(C)c(OCC(=O)N3CCC[C@@H]3C(=O)O)ccc12,-8%,-5%,-14%
O=C(CSc1nc2ccccc2[nH]1)NCCc1ccc(Cl)cc1,-2%,-20%,?
COc1ccc([C@H]2CC(=O)C=C(c3cccc(OC(F)(F)F)c3)C2)cc1,-14%,23µM*,?
CCCN1CCc2nc(SCC(=O)Nc3ccc(C)c(Cl)c3)[nH]c(=O)c2C1,-27%&-5%,?,18µM*
CCCCN(C(=O)c1ccc2ccccc2c1)c1c(N)n(CCCC)c(=O)[nH]c1=O,2%,-21%,?
O=S1(=O)CCC(NC(=S)Nc2ccc(Cl)cc2)C1 (centres undefined),0%,-30%,-16%
N#CCC1c2ccccc2CCN1C(=O)Nc1ccc(C(F)(F)F)cc1 (centres undefined),3%,?,?
O=C(CN1C(=O)c2ccccc2S1(=O)=O)NCCSCc1c(F)cccc1Cl,-5%,-2%,-15%
COc1ccc(C(C(=O)NC2CCCC2)N(CCCO)C(=O)Cn2nnc(-c3ccc(C)o3)n2)cc1 (centres undefined),-4%,?,-13%
COCC(=O)Nc1cc(OC)c(Cl)cc1OC,-13%,-13%,-22%
CC(=O)Oc1cccc(C(=O)Nc2c[nH]c(=O)[nH]c2=O)c1,-4%,4%,-19%
CCOCCc1c(O)nc(SCC(=O)NCc2ccco2)[nH]c1=O,2%,18%,-8%
COc1ccc(N(C)C(=O)NCc2noc3ccc(C)cc23)c(OC)c1,-14%,?,?
O=C(c1nc(-c2ccc(Cl)cc2)n2c1CCCCC2)N1CCN(c2ccc(F)cc2)CC1,-11%,23µM*,10µM*
O=C(C[N+]12CC[N+](CC(=O)c3ccc(F)cc3)(CC1)CC2)c1ccc(F)cc1,-18%,6%,2%
O=C(CSc1cn(CC(=O)N2CCOCC2)c2ccccc12)N1CCOCC1,-3%,-21%,3%
CC(C)C(=O)Nc1ccc(NC(=O)c2cccc(F)c2)cn1,-5%,-12%,?
CCOc1ccccc1CN1CCC(CO)(CCOc2ccccc2)CC1,-11%,5%,-2%
CC(C)(C)OC(=O)N1CCC(C(=O)Nc2ccc(C(=O)NCCc3ccccc3)cc2)CC1,·,?,10µM*
CCOc1ccc(C(C)=O)cc1CSC(=N)N,3%,?,21µM*
O=c1c(C(c2ccccc2)c2c(O)nc3n(c2=O)CCCS3)c(O)nc2n1CCCS2,-9%,-3%,1%
CC(C)n1nnnc1C1c2ccccc2C(=O)N1CCCN1CCOCC1 (centres undefined),·,11%,-27%
COc1ccc(NC(=O)CCc2nnc3n(CC(C)C)c(=O)c4ccccc4n23)cc1OC,2%,-7%,-23%

# 4 entries from above, field by field.
CC(C)C(=O)Nc1ccc(NC(=O)c2cccc(F)c2)cn1
  GCN5L2 inh: -5%
  DT40 TDP1 CPT: -12%
  TDP1 cell noCPT: ?

CCOc1ccccc1CN1CCC(CO)(CCOc2ccccc2)CC1
  GCN5L2 inh: -11%
  DT40 TDP1 CPT: 5%
  TDP1 cell noCPT: -2%

CC(C)(C)OC(=O)N1CCC(C(=O)Nc2ccc(C(=O)NCCc3ccccc3)cc2)CC1
  GCN5L2 inh: ·
  DT40 TDP1 CPT: ?
  TDP1 cell noCPT: 10µM*

CCOc1ccc(C(C)=O)cc1CSC(=N)N
  GCN5L2 inh: 3%
  DT40 TDP1 CPT: ?
  TDP1 cell noCPT: 21µM*

# Next entries:
smiles,GCN5L2 inh,DT40 TDP1 CPT,TDP1 cell noCPT
Cc1ccccc1S(=O)(=O)Cc1ccc(C(=O)NCCN(CC(C)C)CC(C)C)o1,29%,?,?
O=Cc1c[nH]c2ccc(C(=O)c3ccccc3)cc12,-13%,?,?
CCn1nc(C)cc1C(=O)N1CCc2c([nH]c3ccccc23)C1c1cc(F)ccc1F (centres undefined),2%,?,?
c1coc(-c2cc3nc(NCc4ccc5c(c4)OCO5)ccn3n2)c1,·,?,-18%
COCCCNC(=O)C1CCC(CNS(=O)(=O)c2ccc3c(c2)N(C(C)=O)CCO3)CC1 (centres undefined),-26%,-3%,4%
CCOC(=O)NCCOC(=O)Nc1ccc(Cl)cc1,0%,-27%,-25%
COc1cccc(CNC(=O)Cn2nc(-c3ccc(C)cc3)ccc2=O)c1,1%,-28%,-14%
Cc1cccc(Cn2c(=O)n(CCC(=O)NCCc3ccc(Cl)cc3)c(=O)c3sccc32)c1,-4%,-3%,-14%
COc1ccc(-c2nc3cc(F)ccc3cc2CN(C(=O)c2cccc(OC)c2)C2CC2)cc1,·,4%,-2%
CC(=O)Nc1ccc(S(=O)(=O)Nc2nc(CN3CCOCC3)nc3sc4c(c23)CCCC4)cc1,-1%,-5%,?
COc1cc(OC)c(NC(=O)c2c3c(nn2C)-c2ccccc2SC3)cc1Cl,-12%,-88%,16µM*
COc1ccc(S(=O)(=O)N(C)C)cc1NCC(=O)Nc1ccc(F)cc1F,-2%,-3%,?
Cc1ccc(Cl)cc1-n1ncc2c(NNC(=O)c3ccco3)ncnc21,-3%,2%,-20%
O=S(=O)(c1ccc(Cl)cc1)c1nnn2c1nc(NC1CCCC1)c1sccc12,?,?,?
Cc1cccc(OC(C)C(=O)N2CCCN(C)CC2)c1C (centres undefined),-17%,1%,1%
Cc1cccc(C)c1NC(=O)CN1CCN(C(=O)CNC(=O)c2ccc(-c3ccccc3)cc2)CC1,·,?,16µM*
CCN1C(=O)/C(=C/c2cn(C)nc2C)SC1=S,-4%,-7%,-12%
Cc1ccc(S(=O)(=O)NC(C)(C)CSc2nnc(Nc3ccccc3)s2)cc1,-13%,23µM*,?
O=C(NC1CCS(=O)(=O)C1)/C(=C\c1ccccc1)NC(=O)c1ccccc1 (centres undefined),12%,6%,5%
O=C(CCNS(=O)(=O)c1ccccc1)NCCCSc1ccccc1,0%,7.3µM*,18µM*
CC[N+]1(CC(=O)c2cccs2)CCCCC1,·,?,?
c1csc(-c2nc3nc4ccccc4nc3n2Cc2ccc3c(c2)OCO3)c1,-20%,18µM*,?
Cc1c(CCC(=O)N2CCC[C@H]2C(=O)O)c(=O)oc2cc3oc4c(c3cc12)CCCC4,-5%,-5%,-20%
COc1ccc(-n2nnnc2SCC(=O)N(C)C2CCS(=O)(=O)C2)cc1 (centres undefined),-5%,4%,4%
Brc1c(CSc2nc3ccccc3s2)nc2ncccn12,4%,-28%,?
COC(=O)Cc1c(O)ccn(CCc2ccccc2)c1=O,1%,9%,-8%
CCS(=O)(=O)NCC(c1ccco1)N1CCN(c2ccccc2F)CC1 (centres undefined),-2%,9%,-1%
Cc1cc(C)c(-n2c(SCCS(=O)(=O)c3ccc(F)cc3)n[nH]c2=O)c(C)c1,-3%,26µM*,23µM*
CC(C)CC(NC(=O)OCc1ccccc1)C(=O)NC(Cc1c[nH]c2ccccc12)C(=O)O (centres undefined),·,-11%,-11%
COC(=O)C1=C(C)N(Cc2ccccc2)C(=NCCN2CCOCC2)N[C@H]1CCc1ccccc1,4%&8%,?,23µM*
O=C(c1ccco1)N1CCN(C(c2ccccn2)c2nnnn2C2CCCC2)CC1 (centres undefined),-2%,-4%,-11%
Cn1cccc1C(=O)OCc1cc(-c2ccco2)on1,-1%,-18%,1%
Cn1c(=O)oc2cc(S(=O)(=O)NCCC(=O)NC3CCCc4ccccc43)ccc21 (centres undefined),2%,-17%,-9%
CC(C)CN(C(=O)CN(C)C(=O)Cc1ccccc1Cl)c1c(N)n(CC(C)C)c(=O)[nH]c1=O,-13%,?,-21%
COc1ccc(-c2csc(NC(=O)COC(=O)C3=COCCO3)n2)cc1,0%,3%,-16%
Cc1ccc(OCCC(=O)OCC(=O)Nc2ccc(Cl)cn2)cc1,-6%,-19%,-7%
CCc1ccccc1NC(=O)N[C@H](C(=O)O)C(C)C,-2%,-5%,?
CCn1c(Cc2ccccc2)nnc1SCC(=O)Nc1nc(C)c(C)s1,-2%,-13%,-14%
CCOC(=O)C1=C(c2ccccc2)N=c2s/c(=C\c3cccc(O)c3)c(=O)n2C1c1cccs1 (centres undefined),-11%,?,26µM*
COc1ccc(-c2noc(-c3ccccc3C(=O)Nc3cccnc3)n2)cc1,-9%,?,?
O=C(c1cnsn1)N1CCC(CO)(Cc2ccc(Cl)cc2)CC1,1%,4%,?
O=C(O)CCC1(C(=O)O)CCC(=O)c2ccccc21 (centres undefined),·,11%,?
CCOC(=O)c1cc2c(=O)n3ccccc3nc2n(CC(C)C)c1=NC(=O)c1c(-c2c(F)cccc2Cl)noc1C,-5%&-21%,8.2µM*,5.8µM*
COc1cccc(NC(=O)c2ccccc2-c2nc(-c3ccc(F)cc3)no2)c1,-20%,-16%,?
O=C(O)COc1ccccc1-c1nc(-c2ccccc2)c(-c2ccccc2)[nH]1,-15%,-22%,-12%
COc1ccc(C(=O)/C=C/Nc2cccc(O)c2)cc1,-3%,-11%,15%
CO/N=C(\C(=O)N[C@@H]1C(=O)N2C(C(=O)OCOC(=O)C(C)(C)C)=C(/C=C\c3scnc3C)CS[C@H]12)c1csc(N)n1,·,-8%,-17%
O=C(OCc1cc2ccccc2[nH]c1=O)c1ccc([N+](=O)[O-])cc1,-7%,2%,5%
CCOc1ccc(NC(=O)CSc2nc(-c3ccccc3)c3cc(OCC)ccc3n2)cc1,-8%,15µM*,?
O=C(NC1(C(F)(F)F)C(=O)Nc2c1c(=O)[nH]c(=O)n2-c1ccccc1)c1cccnc1 (centres undefined),-4%,0%,3%
CC1Oc2ccccc2C(=O)N(CC(=O)c2ccc3c(c2)OCCO3)C1=O (centres undefined),-21%,-11%,-5%
CC1=C(C(=O)OCC2CCCO2)C(c2ccc(F)cc2)NC(=O)N1 (centres undefined),-20%,-2%,-8%
COc1ccc(OCC(=O)NNC(=O)c2c(-c3ccccc3Cl)noc2C)cc1,-3%,-7%,-14%
C=CCOC(=O)C1=C[C@@H](c2ccc3c(c2)OCO3)C[C@@H](OCCCCO)O1,·,?,-79%
COc1cc(C2C(=O)N(C3CCCCC3)CC(=O)N2Cc2ccc(C)cc2)ccc1OC(C)C (centres undefined),-5%,?,?
